GLA spleen mod: inhibits or activates alpha-galactosidase in human spleen homogenate; human spleen homogenate, 4MU-alpha-Gal fluorescence, 40 min; AID 2107; Potency, µM (titrated, usually from 80 µM), inactives show at the top dose activity change, negative = inhibition, hits mostly inhibitors; actives 0.008% (n = 240,000); P06280;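 note: 0% = enzyme with vehicle and -100% = no enzyme basal signal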
Target sequence (P06280 32-429 limits assumed): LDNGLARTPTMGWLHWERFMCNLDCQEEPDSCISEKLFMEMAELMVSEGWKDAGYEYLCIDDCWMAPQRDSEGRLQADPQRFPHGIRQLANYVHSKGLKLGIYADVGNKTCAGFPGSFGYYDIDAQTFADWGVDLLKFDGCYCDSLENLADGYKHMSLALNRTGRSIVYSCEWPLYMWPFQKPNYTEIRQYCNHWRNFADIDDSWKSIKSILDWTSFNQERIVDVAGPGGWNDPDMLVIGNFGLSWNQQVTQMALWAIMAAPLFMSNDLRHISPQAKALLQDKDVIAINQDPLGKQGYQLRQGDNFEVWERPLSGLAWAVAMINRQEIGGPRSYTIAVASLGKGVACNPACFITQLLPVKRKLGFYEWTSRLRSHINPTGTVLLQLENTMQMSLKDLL
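Human spleen homogenate (1 ug) was the enzyme source, with 4-methylumbelliferyl-alpha-D-galactopyranoside (1 mM final) in pH 5.0 citrate buffer with 0.01% Tween-20. Compounds were titrated; after 40 min at 37C, NaOH/glycine stop, 4-MU fluorescence read; AC50 from Hill fits.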
TexasRed fluor: Texas Red fluorescence interference in TRb-SRC2 counter-screen; TRb/SRC2 Texas Red total fluorescence interference; Potency, µM (top dose mostly 106 µM), without a hit: at the top dose fluorescence change, negative = quenching; actives 0.29% (n = 280,000); active = well fitted curve in either direction with a large enough effect; inconclusive = small, poorly fitted or top-dose-only effect
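Flags fluorescent or light-absorbing compounds by total fluorescence, S + 2P, at 555 nm excitation and 632 nm emission. Mixture: 20 nM Texas Red SRC2 peptide, 0.6 uM human TRb LBD, 1 uM T3, 5% DMSO; compound exposure 5 h at ambient temperature.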
Tau ThT inhib: tau fibrillization inhibition (ThT binding); P10636; recombinant tau K18 P301L, heparin-induced fibrillization, ThT fluorescence; Potency, µM (series often up to 57.4 µM), for inactives: at the top dose activity, negative = inhibition, hits mostly inhibitors; actives 2.1% (n = 270,000); note: nearly all actives have a fitted effect of over 55% in size
Target sequence (P10636 561-689 P618L limits assumed): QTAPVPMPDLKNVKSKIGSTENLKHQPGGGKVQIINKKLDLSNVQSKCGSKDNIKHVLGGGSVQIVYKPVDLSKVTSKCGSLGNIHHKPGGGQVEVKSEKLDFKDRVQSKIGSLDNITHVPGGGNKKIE
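Tau K18 P301L fragment (15 uM unlabeled plus 0.24 uM Alexa 594-labeled) in 100 mM sodium acetate pH 7 with compound, fibrillization induced by 20 uM heparin for 6 hr at 37 C. Thioflavin T (30 uM) added, fluorescence read after 1 hr (ex 450, em 510 nm).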
L3MBTL1 inh: inhibitors of human L3MBTL1; Q9Y468; AlphaScreen L3MBTL1–H3K9me1 peptide binding; Potency, µM (titrated, usually from 57.1 µM), inactives show at the top dose activity, negative = inhibition, actives largely listed as inhibitors; actives 0.66% (n = 230,000); AID 485360; note: nearly all actives have a fitted effect of over 60% in size
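AlphaScreen proximity signal between nickel-chelate acceptor and streptavidin donor beads (final 10 ug/mL) reports binding of 50 nM L3MBTL1 to 75 nM biotin-H3 K9me1 peptide; complex incubated with compounds 30 min at room temperature; cefsulodin titration as control.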
Tau fibril FP: tau fibrillization inhibition (FP); K18 P301L tau heparin fibrillization, Alexa594 FP, 6 h; Potency, µM (series often up to 57.7 µM), for inactives: top-dose activity, negative = inhibition, usual class: inhibitors; actives 0.39% (n = 280,000); note: nearly all actives have a fitted effect of over 55% in size
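FP of Alexa 594-tau after heparin (20 uM) induction. Substrate: human K18 P301L, 15 uM unlabeled, 0.24 uM labeled. Buffer 100 mM sodium acetate pH 7. 6 hr, 37 C.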
ALDH1A1 block: inhibitors of human aldehyde dehydrogenase 1A1; P00352; Purified ALDH1A1, NADH fluorescence, propionaldehyde substrate; Potency, µM (series often up to 75.3 µM), without a hit: at the top dose activity, negative = inhibition, usual class: inhibitors; actives 7.3% (n = 220,000); active = well fitted inhibition curve with a large enough effect, not every such curve was filed as active; inconclusive = small, poorly fitted or top-dose-only effect, or another doubt; inactive = no such curve, though single readings can be large or run the other way;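 note: plate controls were no enzyme wells and a reference inhibitor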
TRb-SRC2 inh: inhibitors of human thyroid hormone receptor beta-SRC2 interaction. P10828. TRbeta-SRC2 peptide binding, fluorescence polarization; receptor liganded with 1 µM T3. Potency, µM (highest dose often 106 µM), for the others: top-dose activity change, negative = inhibition, hits mostly inhibitors. actives 0.065% (n = 280,000). AID 1469;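 note: plate controls were bound peptide for no effect and peptide without receptor for full effect; nearly all actives have a fitted effect of over 50% in size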
Target sequence (P10828 whole entry, looked up): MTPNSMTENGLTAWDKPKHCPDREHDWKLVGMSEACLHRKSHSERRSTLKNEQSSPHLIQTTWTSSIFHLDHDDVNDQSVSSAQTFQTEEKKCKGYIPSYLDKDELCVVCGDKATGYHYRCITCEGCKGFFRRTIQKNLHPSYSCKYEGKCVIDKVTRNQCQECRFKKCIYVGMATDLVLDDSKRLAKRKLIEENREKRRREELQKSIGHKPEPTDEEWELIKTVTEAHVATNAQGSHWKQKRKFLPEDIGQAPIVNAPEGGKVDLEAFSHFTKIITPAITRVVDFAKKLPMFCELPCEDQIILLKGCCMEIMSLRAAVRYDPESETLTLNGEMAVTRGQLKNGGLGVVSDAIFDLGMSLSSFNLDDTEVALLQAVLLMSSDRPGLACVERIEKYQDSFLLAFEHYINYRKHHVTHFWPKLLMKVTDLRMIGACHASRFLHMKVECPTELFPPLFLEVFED
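Binding of a 20-amino-acid Texas Red SRC2 peptide (20 nM) to TRb ligand-binding domain (0.6 uM) with agonist T3 at 1 uM was followed by fluorescence polarization after a 5 hr room-temperature incubation.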
Tau fluor cs: counter-screen for tau fibril formation inhibitors | Potency, µM (highest dose often 57.7 µM), inactives show top-dose activity change, negative = decrease | tau K18 P301L Alexa594 fluorescence, heparin fibrillization | AID 1463 | actives 0.93% (n = 280,000); note: nearly all actives have a fitted effect of over 55% in size
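Human tau K18 P301L (15 uM unlabeled, 0.24 uM Alexa 594-labeled) in 100 mM sodium acetate pH 7 with 20 uM heparin, 6 hr at 37 C. ThT 30 uM added, 1 hr ambient; Alexa 594 FP and total fluorescence read at 555/632 nm.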
* hit, by the source's call; ? = inconclusive; · = no result given; [ ] = remark or other dose. Unless noted, calls come from the whole dose curve; as a rule, active = well fitted curve in the direction sought with a large enough effect; inconclusive = small, poorly fitted or top-dose-only effect, or another doubt; inactive = no such curve, though single readings can be large; an effect the other way counts as inactive or inconclusive. Unless noted, % is set by controls: 0 for no effect and ±100 for the full control effect; potency is the fitted concentration of half-maximal effect. Not a hit list (roughly 8.5% active in at least one column).

SMILES	GLA spleen mod	TexasRed fluor	Tau ThT inhib	L3MBTL1 inh	Tau fibril FP	ALDH1A1 block	TRb-SRC2 inh	Tau fluor cs
Cc1ccccc1-c1noc(-c2ccc(N3CCC(C)CC3)c([N+](=O)[O-])c2)n1	·	-5%	2%	·	-1%	·	13%	0%
C/C(CC(=O)Nc1ccccn1)=N\NC(=O)c1ccc2ccccc2c1	1%	-1%	?	-5%	3%	5.6µM*	11%	-6%
Cc1cc(C)nc(Nc2ncn[nH]2)n1	-18%	1%	7%	-7%	3%	-14%	7%	5%
CC(C)CNC(=O)COC(=O)c1ccc(Cl)c(S(N)(=O)=O)c1	1%	3%	-6%	·	-5%	5%	-11%	-4%
Cc1cc(C)cc(NC(=O)c2c(C)oc3nc(C)nc(N4CCCC4)c23)c1	·	-3%	-4%	·	4%	·	-4%	-7%
O=C(O)c1ccc2cccnc2c1O	7%	-1%	-9%	3%	7%	?	-3%	-3%
Cc1ccc2nc3c(cc(C#N)c(=O)n3-c3nccs3)c(=O)n2c1	?	0%	-2%	3%	-3%	?	0%	0%
O=C(NCc1cccnc1)c1cc(Sc2ccc(F)cc2F)nc2ccccc12	4%	-2%	-7%	5%	-3%	?	-4%	-14%
CCOc1ccc(OCCn2c(=S)[nH]c3c(N)ncnc32)cc1	2%	0%	-10%	8%	4%	?	8%	-21%
CCc1cc(=O)oc2cc(C)cc(OCC(=O)C(C)(C)C)c12	10%	-2%	-3%	12%	1%	?	2%	-6%
CC(=O)Nc1ccc(NC(=O)C2CCN(S(=O)(=O)c3ccc4c(c3)CCCC(=O)N4)CC2)cc1	·	-2%	-11%	·	-12%	·	0%	-11%
CNC(=O)C1CCC(Cn2c(=O)c3sccc3n(CC(=O)Nc3ccc(C)cc3C)c2=O)CC1 (stereo not given)	·	-22%	-4%	·	-6%	·	6%	-3%
COc1cccc(NC(=O)c2ccccc2C(F)(F)F)c1	4%	-3%	1%	4%	5%	1%	0%	10%
Cc1nn(C)cc1CNC(=O)c1cccc(Br)c1	2%	-2%	-1%	6%	0%	13%	-6%	3%
CC(=O)N1CCc2cc(Br)cc(S(=O)(=O)CCC(=O)N3CCN(c4cccc(C)c4C)CC3)c21	·	1%	?	·	-4%	·	3%	-22%
Cc1cc(CC(=O)O)c(C)cc1CC(=O)O	11%	2%	3%	2%	-1%	-1%	-11%	5%
O=C1c2cccc3c(N4CCCCC4)ccc(c23)C(=O)N1CCO	5%	-2%	?	27%	0%	-11%	-3%	-7%
O=C(OCC(=O)N1CCN(C(=O)c2ccco2)CC1)c1ccccc1OCc1ccc(Cl)cc1	-12%	-1%	-18%	-6%	7%	-9%	-2%	0%
CCCCC(CC)CNC(=O)/C=C/c1ccc(F)cc1 (stereo not given)	4%	0%	-7%	19%	-2%	-7%	-3%	-8%
CCCn1nc(C(=O)Nc2nc3ccccc3[nH]2)c2ccccc2c1=O	-6%	-4%	-11%	-1%	3%	?	6%	7%
O=C(NC1CCCCC1)N1CCN(C(c2ccccc2)c2ccccc2)CC1	4%	0%	-17%	·	2%	8%	-7%	-8%
COc1ccc(-c2nc(-c3cccc(C)c3)no2)cc1OC	-2%	3%	-19%	1%	-6%	7%	-6%	-21%
COc1cccc(N2CCN(C(=O)c3cccn3-c3nnc(N4CCCCC4)s3)CC2)c1	·	0%	-9%	·	-9%	·	1%	-11%
CCN(CC)CCCn1c(C)cc2c(c1=O)C(c1ccc(OC)c(OC)c1OC)C(C#N)=C(N)O2 (stereo not given)	11%	-4%	-9%	2%	-7%	5%	-5%	-4%
O=C(Nc1ccc(F)cc1Cl)c1cnc(N2CCOCC2)c2ccccc12	·	11µM*[quencher]	-1%	·	3%	·	-21%	-3%
Further structures.
SMILES	GLA spleen mod	TexasRed fluor	Tau ThT inhib	L3MBTL1 inh	Tau fibril FP	ALDH1A1 block	TRb-SRC2 inh	Tau fluor cs
COC(=O)[C@@]1(Cc2ccc(F)cc2)[C@H]2c3cc(C(=O)N4CCCC4)n(Cc4ccc(S(C)(=O)=O)cc4)c3C[C@H]2CN1C(=O)c1ccccc1	-8%	0%	-13%	·	-4%	-4%	-1%	-5%
CC(=O)c1ccc(N2CCN(C(=O)CCC(=O)Nc3ccc4nc(N5CCCCC5)cc(C)c4c3)CC2)cc1	·	2%	?	·	3%	·	6%	-29%
O=C(CSc1nnnn1-c1ccccc1)c1ccc(O)cc1O	4%	-1%	-15%	-23%	?	·	-2%	?
CN1CCN(C(=S)c2ccc(Br)cc2)CC1	6%	0%	3%	0%	10%	-39%	10%	-5%
O=C(Nc1cccc(Cl)c1Cl)c1ccncc1	-8%	0%	-8%	·	3%	-7%	3%	-7%
CCn1c(CC(=O)Nc2ccccc2F)nnc1SCC(=O)N1CCN(c2ccccc2)CC1	-1%	-2%	-14%	-1%	4%	3%	0%	-3%
O=C(NNC1=NS(=O)(=O)c2ccccc21)c1ccccc1	4%	-2%	·	·	-3%	·	-1%	10%
CCOc1ccccc1OCC(O)CNC (stereo not given)	-16%	0%	-2%	·	-3%	-5%	-13%	2%
O=c1cc(CO)oc(C(Nc2ccccn2)c2cccc(F)c2)c1O (stereo not given)	4%	0%	?	8%	-8%	32µM*	-6%	2%
CN(Cc1ccccc1)S(=O)(=O)c1cccs1	9%	3%	-4%	·	2%	-3%	6%	-12%
COc1cc2c(cc1OC)-c1cc3nc4ccccc4nc3n1C(C)(C)C2	6%	-4%	?	·	?	?	-5%	?
CCC(/C=N/NC(=O)C(=O)N/N=C/C(CC)CC)CC	8%	-1%	1%	7%	-2%	5%	2%	4%
N#Cc1c(N2CCCC2)ccc(Br)c1Cl	-1%	-3%	-15%	134%[activator]	-10%	-11%	5%	-19%
COC(=O)[C@@]1(Cc2ccc(OC)cc2)[C@H]2c3cc(C(=O)N(C)C)n(Cc4cc(F)c(F)c(F)c4)c3C[C@H]2CN1C(=O)c1ccccc1	3%	0%	-18%	·	5%	-1%	3%	-13%
Cn1ncc(Cl)c1C(=O)N/N=C/c1cc2c(cc1[N+](=O)[O-])OCO2	-4%	1%	?	3%	-9%	1%	9%	-26%
N#CCCN(Cc1cccnc1)C(=S)Nc1ccccc1Cl	-9%	-4%	1%	·	4%	-2%	-7%	-1%
CS(=O)(=O)N1Cc2ccccc2CC1C(=O)O (stereo not given)	-11%	0%	-1%	-18%	-4%	1%	3%	6%
COC(=O)c1ccc(C(NC(=O)OCc2ccccc2)/C(C)=C/[C@@H](C)C(=O)NCc2cc(C)on2)cc1 (stereo not given in full)	7%	-5%	-15%	·	8%	-11%	1%	-10%
O=C(N/N=C/c1ccccc1)NC1CCCCC1	2%	?	-9%	6%	-4%	6%	-1%	-10%
CCOc1ccc(/C=N/NC(=O)c2csc(C)c2C)c(OCC)c1	-1%	0%	?	-4%	11%	-4%	0%	-8%
Cc1ccc(NC(=O)CCSc2nc(-c3ccc4c(c3)OCO4)cc(C(F)(F)F)n2)cc1	·	0%	12%	·	?	·	-2%	?
CC(=O)N1CCc2cc(Br)cc(S(=O)(=O)NCCc3ccc(Cl)cc3)c21	·	1%	-13%	·	1%	·	-6%	-26%
CCOC(=O)N1CCN(C2=NC3(CCCCC3)C(C#N)C(=O)N2)CC1 (stereo not given)	-7%	-1%	-2%	-7%	-6%	-2%	2%	-5%
O=C(N/N=C1/C[C@@H](O)[C@@H](O)[C@@H]2[C@@H]3C(=O)N(C[C@@H]4CCCO4)C(=O)[C@H]3CC[C@H]12)OCc1ccccc1	-12%[17.5 µM]	1%[11.2 µM]	0%[11.5 µM]	·	?	?	-8%[11.2 µM]	1%[11.6 µM]
CC1=Nc2cc(C(=O)NCCc3ccccc3)ccc2Sc2c(C)ccc(C)c21	·	0%	-4%	·	-15%	·	-6%	-19%
New compounds follow
SMILES	GLA spleen mod	TexasRed fluor	Tau ThT inhib	L3MBTL1 inh	Tau fibril FP	ALDH1A1 block	TRb-SRC2 inh	Tau fluor cs
Clc1cccc(CSc2nnc(-c3cccnc3)n2Cc2ccco2)c1	11%	6%	1%	-8%	2%	-4%	1%	-1%
N#CCCn1cc(C(CC(=O)c2ccccc2)C(=O)O)c2ccccc21 (stereo not given)	3%	0%	4%	-16%[11.4 µM]	5%	-2%	7%	0%
CN1C(=O)C(CC(=O)NC2CCCCC2)N(C)C1=O (stereo not given)	5%	-2%	4%	7%	-2%	6%	8%	0%
CCOC(=O)C1C(C(=O)OC)=C(c2ccc(F)cc2)c2ccccc2N1S(=O)(=O)C(F)(F)F (stereo not given)	5%	-2%	-9%	14%	5%	-7%	0%	-12%
CCOC(=O)C1C(c2ccc(OC)c(OC)c2)c2c([nH][nH]c2=O)CC1(C)O (stereo not given)	-4%	4%	2%	-4%	0%	·	9%	2%
COc1ccc(-c2cc3nc(C4CCN(C(=O)OC(C)(C)C)CC4)c(C(=O)O)cn3n2)cc1	1%	1%	-13%	6%	8%	?	-19%	-8%
Cc1ccc(Cn2ccnc2SCC(=O)NCc2ccc(F)cc2)cc1	·	-2%	-13%	·	-1%	·	-1%	-15%
CCOc1ccccc1CNC(=O)Nc1cn(CC(C)C)c(=O)c2ccccc12	·	?	-15%	·	-8%	·	-27%	-19%
COc1ccc(Cc2nnc(NC(=O)C3CCCO3)s2)cc1 (stereo not given)	0%	-2%	10%	1%	-2%	?	10%	0%
O=S(=O)(NCCc1ccncc1)c1ccc(S(=O)(=O)N2CCCCCC2)cc1	-11%	-8%	1%	3%	4%	?	5%	4%

3 entries picked at random from those above, as already listed:
SMILES	GLA spleen mod	TexasRed fluor	Tau ThT inhib	L3MBTL1 inh	Tau fibril FP	ALDH1A1 block	TRb-SRC2 inh	Tau fluor cs
CCOC(=O)C1C(c2ccc(OC)c(OC)c2)c2c([nH][nH]c2=O)CC1(C)O (stereo not given)	-4%	4%	2%	-4%	0%	·	9%	2%
COc1ccc(Cc2nnc(NC(=O)C3CCCO3)s2)cc1 (stereo not given)	0%	-2%	10%	1%	-2%	?	10%	0%
CCOc1ccccc1CNC(=O)Nc1cn(CC(C)C)c(=O)c2ccccc12	·	?	-15%	·	-8%	·	-27%	-19%
